Shiga inhibitor: Shiga toxin inhibition. Vero cells, Shiga toxin protein synthesis inhibition reporter. inhibition, % at 38.7 µM. 9.2% of 290,000 active. AID 2315; in the data active = inhibition mostly above about 28%, no sharp cut-off; inactive = mostly below about 43%; note: 0% is about no effect
TbPYK inhibitor: T. brucei pyruvate kinase inhibition. Q57TT1. TbPYK enzyme, Kinase-Glo Plus ATP luminescence, 45 min. Potency, µM (highest dose often 76.8 µM), for the others: at the highest dose activity, negative = inhibition, most hits filed as inhibitors. 0.12% of 410,000 active; note: potency is the fitted concentration of half-maximal effect; % is set by controls: 0 for no effect and ±100 for the full control effect; nearly all actives have a fitted effect of over 50% in size
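ADP (130 uM final) triggers the TbPYK reaction after compound addition; incubation is 45 min at room temperature. Kinase-Glo Plus is then added and luminescence imaged. Normalized data are fitted to concentration-effect curves.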
Pf growth 96h: P. falciparum growth inhibition at 96 hour, primary screen for plastid delayed-death inhibitors; P. falciparum luciferase reporter growth, 96 h; Potency, µM (series often up to 28.7 µM), without a hit: at the top dose activity change, negative = inhibition, hits mostly inhibitors; 6.9% of 320,000 active; AID 504834; note: potency is the fitted concentration of half-maximal effect; % is set by controls: 0 for no effect and ±100 for the full control effect
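Delayed-death screen, second-generation endpoint: infected erythrocytes, 2% hematocrit, 0.05% parasitemia final; 96 hours at 37 C, 5% CO2; luciferase detection reagent; luminescence decrease equals reduced growth.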
Pf growth 48h: P. falciparum growth inhibition at 48 hours (one generation). P. falciparum luciferase growth in erythrocytes, 48 h. Potency, µM (series often up to 28.7 µM), without a hit: top-dose activity change, negative = inhibition, usual class: inhibitors. 5.9% of 310,000 active. AID 504832; note: potency is the fitted concentration of half-maximal effect; % is set by controls: 0 for no effect and ±100 for the full control effect
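Luminescence readout; reporter = integrated firefly luciferase in P. falciparum. RBC culture at 2% hematocrit, 0.1% parasitemia final, 37 C/5% CO2; decreased signal taken as growth inhibition.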
HCV inh: HCV inhibition; Huh7.5.1 HCVcc-Cre infection, luciferase reporter, 44 h; Potency, µM (series often up to 41.8 µM), without a hit: top-dose activity change, negative = inhibition, usual class: inhibitors; 3.4% of 340,000 active; note: potency is the fitted concentration of half-maximal effect; % is set by controls: 0 for no effect and ±100 for the full control effect
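Infectious HCVcc-Cre (~0.5 moi) was added to cells just after compound, with cells seeded 4 h earlier at 1,000 per well. Luciferase activity after 44 h culture reported infection; substrate was incubated 15 min at room temperature before reading.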
Cycloheximide cs: affects cycloheximide protein synthesis inhibition readout, counter-screen | cell reporter, cycloheximide protein synthesis inhibition counterscreen | max response, % | 12% of 300,000 active | AID 2314; in the data active = max response mostly above about 13%, no sharp cut-off; inactive = mostly below about 14%; note: read at 38.3 µM for the half of the compounds with a filed dose; 0% is about no effect
LmPK inh: LmPK (Leishmania mexicana) enzyme inhibition. AID 1721. 0.37% of 290,000 active. purified LmPK, Kinase-Glo ATP luminescence, 1 h. Potency, µM (top dose mostly 57.5 µM), for inactives: at the highest dose activity change, negative = inhibition, hits mostly inhibitors; note: potency is the fitted concentration of half-maximal effect; % is set by controls: 0 for no effect and ±100 for the full control effect
Target sequence (Q27686 whole entry, looked up): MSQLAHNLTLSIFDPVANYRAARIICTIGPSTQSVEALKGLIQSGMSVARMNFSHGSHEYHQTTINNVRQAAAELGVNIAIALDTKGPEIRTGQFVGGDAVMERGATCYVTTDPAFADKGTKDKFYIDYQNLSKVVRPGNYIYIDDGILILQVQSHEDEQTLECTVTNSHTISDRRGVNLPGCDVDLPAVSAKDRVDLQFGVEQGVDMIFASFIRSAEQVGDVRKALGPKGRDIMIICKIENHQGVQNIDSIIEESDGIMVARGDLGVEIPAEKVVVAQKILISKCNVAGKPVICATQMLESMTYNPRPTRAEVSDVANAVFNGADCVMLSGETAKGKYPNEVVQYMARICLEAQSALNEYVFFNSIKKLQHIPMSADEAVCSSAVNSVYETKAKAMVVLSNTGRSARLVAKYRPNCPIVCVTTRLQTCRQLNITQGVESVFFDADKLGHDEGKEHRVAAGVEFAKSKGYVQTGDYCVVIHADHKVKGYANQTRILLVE
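Screened at intermediate enzyme activity to detect both inhibitors and activators: LmPK at 0.1 nM, with a 0.5 nM enzyme column as activation reference. PEP 0.5 mM, ADP 0.1 mM; ATP detected by luminescence after 1 h.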
An asterisk follows results filed as active; u = inconclusive; x = not tested or not shown; & = joins results of further samples; [ ] = remark or other dose. Unless noted, calls come from the whole dose curve; as a rule, active = well fitted curve in the direction sought with a large enough effect; inconclusive = small, poorly fitted or top-dose-only effect, or another doubt; inactive = no such curve, though single readings can be large; an effect the other way counts as inactive or inconclusive.

SMILES	Shiga inhibitor	TbPYK inhibitor	Pf growth 96h	Pf growth 48h	HCV inh	Cycloheximide cs	LmPK inh
CCOC(=O)c1nnn(-c2nonc2N)c1CN(CC)CC	-18	4%	u	19%	4%	-5	7%
CC1=CN2C(=NC(=O)CC2(C)C(=O)N(CC(=O)NC2CCCC2)Cc2ccc(Cl)cc2)C=C1 (configuration not stated)	-21	-12%	-26%	26%	2%	-5	11%
CCCCn1c(O)c(N=NC(=O)Cn2c(C(F)(F)F)nc3ccccc32)c2ccccc21	-3	-6%	u	-13%	u	-3	1%
CCOc1cc(C(=O)OCC(=O)Nc2ccc(SC(F)F)cc2)cc(OCC)c1OCC	12	2%	u	-19%	u	4	5%
COC(=O)c1sc(N)nc1C(C)(C)C	15	-7%	7%	-12%	-4%	-2	0%
CC(=O)N/N=C(\C)c1cccc(NC(=O)c2cccs2)c1	-2	3%	-11%	18%	-7%	1	2%
COc1cc(C(=O)OCCCOC(=O)c2cc(OC)c(OC)c(OC)c2)cc(OC)c1OC	-11	-7%	98%[activator]	4%	u	1	-3%
O=C(/C=C/c1cccc([N+](=O)[O-])c1)NCCN1CCOCC1	-5	-5%	73%[activator]	6%	-2%	-4	-3%
Cc1ccc(OCC(=O)Nc2ccc(S(=O)(=O)N3CCOCC3)cc2)c([N+](=O)[O-])n1	-21	1%	u	-18%	6%	-2	8%
CCC1=C(OC(=O)N(CC)CC)N2C(=O)OC(=NCC3CC3)[C@]2(C)[C@H]2C1=CC[C@H]1C(=O)N(CC)C(=O)[C@H]12	-6	2%	u	10µM*	16%[8.37 µM]	-3	3%
CCOC(=O)C1(C(F)(F)F)N=C(C(F)(F)F)Nc2ccc(F)cc21 (configuration not stated)	-8	-2%	u	1%	18%	-3	0%
O=C(Cn1ccc([N+](=O)[O-])n1)N1CCCCCC1	-3	-8%	-15%	16%[5.75 µM]	u	10	5%
CC(C)CN1C(=O)c2ccc(C(=O)Nc3ccccn3)cc2C1=O	26	2%	6%	78%[activator]	-1%	34*	1%
CC(=O)Nc1ccc2c(c1)nc1n2CCSC1	-42	4%	24%	x	1%	1	-1%
CC(=O)N(CN1C(=O)CCC1=O)c1ccc(Cl)c(Cl)c1	-11	-1%	u	8%	8%	-3	4%
CC(C)n1c(SCC(=O)Nc2nncs2)nnc1-c1ccco1	-6	u	u	26%	23%	1	7%
Cc1cccc(C(=O)N[C@H](C(=O)Nc2nc3ccc(S(C)(=O)=O)cc3s2)C(C)C)c1	-3	1%	u	u	-14%	8	-2%
CC(C)NC(=O)NC(=O)COC(=O)c1ncc(Cl)c(Cl)c1Cl	29	-1%	-1%	-1%	25%	1	-1%
COc1ccc(NC(=O)C2CCCN(S(=O)(=O)c3c(C)n[nH]c3C)C2)cc1OC (configuration not stated)	-2	1%&-3%	11%	2%	-7%	6	0%
O=C(NNC(=O)C1C2C=CC(C2)C1C(=O)O)c1ccccc1O (configuration not stated)	50*	3%	-14%	17%	24%	17*	-4%
O=C(CC(O)(c1ccccc1)C(F)(F)F)c1cccs1 (configuration not stated)	-9	2%	41%[activator]	x	5%	4	3%
CC(C)c1ccc(C2(C)NC(=O)N(CC(=O)NC3(C#N)CCCC3)C2=O)cc1 (configuration not stated)	x	-12%	u	u	7%	x	x
COc1cccc(C(=O)Nc2ccc(F)c(F)c2F)c1	136*	-1%	275%[activator]	159%[activator]	10%	35*	-28%
CC1(C)Cc2c(ccc3ccccc23)C(NNC(=O)c2cccnc2)=N1	-12	3%	8%	-3%	-30%	-3	1%
CC(C)CC(C(=O)NC1CCCC1)N(Cc1cccs1)C(=O)c1snc(C(N)=O)c1N (configuration not stated)	8	-7%	4%	u	-1%	-4	1%
CCCC(=Nc1ccc(N)cc1)C1=C(O)C(C(=O)OC)C(C)(C)CC1=O (configuration not stated)	2	0%	x	-12%	-1%	10	-1%
COc1ccc(-c2c(C(C)=O)c(C)nc3sc4c(=N)n(N)cnc4c23)cc1	-3	-2%	u	u	u	-4	1%
CCCCNC(=O)C(=O)N/N=C/c1ccc(C(=O)OC)cc1	-19	4%	85%[activator]	3%	8%	5	4%
CC[n+]1c(/C=C/N(C)c2ccccc2)oc2ccc(F)cc21	9	-5%	u	2.9µM*	u	0	-1%
C=CC[N+](C)(C)CCCNC(=O)/C=N/O	10	-9%	-17%	26%	9%	3	-4%
CSc1cccc(NC(=S)N(CCN(C)C)C(C)c2ccncc2)c1 (configuration not stated)	-6	-1%	u	u	u	-3	1%
O=C(CSc1nccc(=O)[nH]1)c1c[nH]c2ccccc12	9	-1%	0%	5%	7%	-1	-10%
CCOC(=O)c1ccccc1NC(=O)CSc1nc2ccccc2c(=O)[nH]1	-6	-3%	0%	35%[activator]	7%	-3	3%
COc1cc(OC)cc(C(=O)NC2CCN(C(=O)N3c4ccccc4Sc4ccccc43)CC2)c1	2	-5%	u	13µM*	u	10	5%
Cc1ccc(Cn2ncc3c(N4CCN(CC#N)CC4)ncnc32)cc1	-13	-2%	14%	u	u	9	9%
COc1ccc(OC)c(S(=O)(=O)NNC(=S)Nc2ccc3c(c2)OCO3)c1	29	-12%	14%	31%[activator]	12%	10	0%
COc1ccc(NC(=O)C(OC)c2ccccc2)cc1Cl (configuration not stated)	8	-1%	231%[activator]	-2%	14%	7	1%
Cc1ccc(C(=O)C2CCN(C(=S)NCCCOC(C)C)CC2)cc1	15	-8%	0%	4%	u	1	3%
O=C(/C=C/c1ccc(O)cc1)c1ccccc1	75*	u	-9%	43%[activator]	7%	39*	13µM*
CC(O)CNc1ncnc2nc[nH]c12 (configuration not stated)	116	-12%	-36%	-34%	15%	7	2%
CCCn1c(N)c(C(=O)CN2CCN(S(=O)(=O)c3cccs3)CC2)c(=O)[nH]c1=O	3	-4%	-1%	2%	2%	-4	0%
Cc1ccc(Cn2c(C)nc3c(c2=O)c2nc4ccccc4nc2n3Cc2ccco2)cc1	13	u	u	5.9µM*	u	16*	-9%
O=C(Nc1ccccc1[N+](=O)[O-])C1(c2ccccc2)CCOCC1	7	-5%	-12%	-28%	5%	12	10%
CC1CCCC2(C1)NC(=S)c1c(sc3c1CCCC3)N2 (configuration not stated)	57	-39%	5.2µM*	x	-15%	15*	0%
O=C(NC(=S)Nc1cccnc1)c1cc2ccccc2o1	57*	-6%	69%[activator]	3%	-8%	46*	-1%
O=[N+]([O-])c1ccc2c3n([n+]([O-])c2c1)CCN=C3c1ccc(Cl)cc1	x	-9%	u	12µM*	u	x	x
CCOc1ccc(C(=O)NCc2cccnc2)cc1	-7	-9%	19%	11%	18%	14	0%
CCOC(=O)C1CN(S(=O)(=O)c2ccc(C)cc2)C1	-5	-4%	116%[activator]	48%[activator]	2%	-1	-3%
COCCSc1ccccc1C(=O)Nc1ccc(Cl)cc1	-6	0%	-12%	-6%	0%	12	0%
CC1=N/C(=C\c2ccc([N+](=O)[O-])cc2)C(=O)N1c1ccc(F)cc1F	-5	2%	35%[activator]	u	u	9	2%
COCCN1C=C2C(=O)C(C)(OC(=O)CCc3ccccc3)C(=O)C=C2C=C1c1ccc(C#N)cc1 (configuration not stated)	3	-5%	u	u	16%	-5	-2%[11.5 µM]
Cc1[nH]nc(SCC(=O)NCc2ccccc2)c1[N+](=O)[O-]	-5	10%	0%	1%	0%	-1	3%
O=C(CSc1nc(O)cc(=O)n1-c1ccccc1)NC1CCCCC1	27	-12%	x	2.6µM*	4%	3	-4%
CCOC(=O)N1CCN(Cc2nc3cc(NC(=O)CC(C)C)ccc3n2C)CC1	-2	2%	u	u	11%	-4	-3%
C[C@H](NC(=O)OCc1ccccc1)C(=O)NNC(=O)[C@H](Cc1ccccc1)NC(=O)OC(C)(C)C	4	-3%	0%	48%[activator]	13%	-2	3%
COC(=O)c1cc(C(=O)c2ccccc2)n2c(=O)/c(=C\N(C)C)sc12	-3	6%	3%	32%[activator]	u	0	2%
CCOc1cc(C)nc(NCCc2ccc(OC)c(OC)c2)n1	-3	1%	u	-28%	u	-2	-2%
COc1ccc(/C(O)=C2/C(=O)C(=O)N(CCN3CCOCC3)C2c2ccc(C)cc2)cc1 (configuration not stated)	19	-15%	10%	-11%	22%	1	-2%
Cc1ccc(C)c(S(=O)(=O)NCc2ccc(C(=O)N3CC(C)OC(C)C3)cc2)c1 (configuration not stated)	-5	0%	u	-9%	11%	-7	-2%
COc1cc(NC(=O)C2=C(N3CCOCC3)/C(=C\c3ccc(N(C)C)cc3)CCC2)cc(OC)c1OC	77*	-21%	u	15µM*	6.3µM*	46*	-1%
(more compounds)
SMILES	Shiga inhibitor	TbPYK inhibitor	Pf growth 96h	Pf growth 48h	HCV inh	Cycloheximide cs	LmPK inh
COc1ccc(CC(=O)n2nc(-c3cccnc3)nc2N)cc1	-19	-1%	41%[activator]	7%	9%	-2	0%
S=C(NCc1ccco1)NCC1CCCO1 (configuration not stated)	-14	2%	-6%	11%	9%	-2	0%
O=C(Nc1cccnc1)c1cnn2c(C(F)F)cc(C3CC3)nc12	15	-1%	x	8%	u	-1	3%
Cc1ccccc1NC(=O)c1cc(=O)c2ccccc2o1	30	-16%	30%[activator]	48%[activator]	-4%	16	-1%
COCCn1c(=O)c2cc3c(=O)n(CCOC)c(=O)c3cc2c1=O	-8	-13%	-3%	x	10%	-8	0%
CCOc1ccccc1CNCCNC(=O)c1nonc1N	-8	0%&1%	78%[activator]	34%[activator]	4%	9	4%
Cc1ccsc1/C=N/Nc1cccc(C(=O)O)c1	118*	-20%	u	342%[activator]	24%	56*	-7%
CC(C)=CCC12CN3CCN(CC(C3)C1=O)C2	7	7%	x	17%	4%	-2	5%
O=C(NCCn1cc(SCc2ccccc2)c2ccccc21)c1c(F)cccc1F	25	-4%	u	6%	u	7	2%
O=C1c2ccccc2C(=O)N1Cc1cnc(N2CCN(c3ccccc3)CC2)s1	-13	5%	14%	-14%	-5%	1	1%
Cc1ccc(CNC(=O)C2CCCN(S(=O)(=O)c3c(C)noc3/C=C/N(C)C)C2)cc1 (configuration not stated)	-4	3%	u	13µM*	-5%	-1	2%
Cc1onc(-c2ccccc2Cl)c1C(=O)N1CCN(Cc2ccc3c(c2)OCO3)CC1	-24	-2%	13µM*	-2%	1%	-2	-3%
CC(C)C(=O)NNc1ccc(C(F)(F)F)cn1	-4	-1%	20%	u	13%	6	0%

Random excerpt: 5 compounds from above
SMILES	Shiga inhibitor	TbPYK inhibitor	Pf growth 96h	Pf growth 48h	HCV inh	Cycloheximide cs	LmPK inh
CC(C)=CCC12CN3CCN(CC(C3)C1=O)C2	7	7%	x	17%	4%	-2	5%
COCCn1c(=O)c2cc3c(=O)n(CCOC)c(=O)c3cc2c1=O	-8	-13%	-3%	x	10%	-8	0%
O=C1c2ccccc2C(=O)N1Cc1cnc(N2CCN(c3ccccc3)CC2)s1	-13	5%	14%	-14%	-5%	1	1%
CC(C)C(=O)NNc1ccc(C(F)(F)F)cn1	-4	-1%	20%	u	13%	6	0%
COc1ccc(CC(=O)n2nc(-c3cccnc3)nc2N)cc1	-19	-1%	41%[activator]	7%	9%	-2	0%

Assay outcomes: PubChem BioAssay, National Center for Advancing Translational Sciences (NCATS)
